KCNH2 3.1 block – qHTS for Inhibitors of KCHN2 3.1: Mutant qHTS; activity change, % (tested at about 1.8 µM); 340,000 tested, 0.95% active; AID 720553, 2013; U2OS KCNH2 3.1, thallium flux FluxOr; hits give low values; Potassium voltage-gated channel subfamily H member 2, brain isoform KCNH2 3.1 (human);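 active = maximum activity change below -70%; inconclusive = maximum activity change from -70% to -50%; inactive = maximum activity change above -50%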;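 also: thallium influx rate constant from kinetic fluorescence after stimulation buffer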
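Thallium flux read-out: FluxOr dye with Red40 quencher in HBSS/HEPES, 45 min at RT. Rate constants from kinetic reads were normalized to positive and negative DMSO controls. Cells: U2OS virally expressing the 3.1 isoform.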
BCR signal inh – qHTS Assay to Find Inhibitors of Chronic Active B-Cell Receptor Signaling. Potency, µM (titrated, usually from 46.1 µM), without a hit: at the top dose ratio change, negative = lower green/red ratio, usual class: inhibitors. 340,000 tested, 0.05% active. ABC-DLBCL IkBa-CBG/CBR reporter, luminescence ratio, 4 h; active = well fitted inhibition curve with a large enough effect in the signal ratio, with a control signal flat, not every such curve was filed as active; inconclusive = small, poorly fitted or top-dose-only effect, or effect the other way, or a change in a side signal; the % refers to the signal ratio;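 also: potency is read from the fitted curve at half-maximal effect; plate controls were basal doxycycline-induced cells for no effect and cells given 10 µM MG132 for full effect; MG132 reads +100%, hits lower the ratio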
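Compounds up to 46 uM were incubated four hours with TMD8 cells whose green CBG68 luciferase is fused to IkappaBalpha; red CBR luminescence normalised the signal, and concentration-effect curves were fitted to fusion, red and ratio data.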
Eya2 inh – qHTS Assay for Inhibitors of the Phosphatase Activity of Eya2. Protein phosphatase EYA2 (Homo sapiens), O00167. recombinant Eya2, OMFP fluorescence dephosphorylation (OMFP is methylfluorescein phosphate). Potency, µM (titrated, usually from 76.9 µM), for the others: at the highest dose activity, negative = inhibition, actives largely listed as inhibitors. 330,000 tested, 0.006% active. AID 488837, 2010; also: potency is read from the fitted curve at half-maximal effect
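Eya2 protein (added as 0.2 uM solution) was preincubated with compound for 10 min at ambient temperature in 50 mM HEPES pH 7.5, 50 mM NaCl, 5 uM MgCl2, 0.05% BSA, 1 mM DTT. OMFP (added at 50 uM) then reacted 10 min; fluorescence read at 485/525 nm.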
Giardia kill – Small Molecules that selectively kill Giardia lamblia: qHTS | Giardia lamblia trophozoite viability | activity change, % at 7.66 µM, hits read low | 340,000 tested, 0.15% active; in the data active = activity change below about -80%; inconclusive = between about -30% and that limit;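 also: parasites exposed to compound for two days anaerobically before the ATP read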
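Giardia trophozoites, 100 cells per well, were exposed to compounds for 48 hrs at 37 deg C under anaerobic conditions; viability was then read as ATP content by bioluminescence after 15-30 min at room temperature.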
Coupling enz – qHTS Assay for Inhibitors of Fructose-1,6-bisphosphate Aldolase from Giardia Lamblia: Coupling assay counterscreen; coupling enzyme system counterscreen, AmpLite Red fluorescence; activity change, negative = inhibition, % at 58.2 µM, hits read low; 290,000 tested, 0.67% active; in the data active = activity change below about -30%
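Coupling enzymes only (glyceraldehyde-3-phosphate) + compound, at 57.5 uM final, 10 min RT; add substrate/coupling/AmpLite Red mix, 20 min RT; fluorescence ex 525/em 598 nm. Actives flag coupling-system interference.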
PKM2 act – qHTS Assay for Activators of Human Muscle isoform 2 Pyruvate Kinase | Pyruvate kinase PKM (Homo sapiens), P14618 | purified PKM2, Kinase-Glo ATP luminescence, activation; response scale: 0% is enzyme alone, no compound | Potency, µM (titrated, usually from 57.5 µM), for inactives: at the top dose activation, usual class: activators | AID 1631, 2009 | 260,000 tested, 0.34% active; also: potency is read from the fitted curve at half-maximal effect; nearly all actives have a fitted effect of over 55% in size
Target sequence (P14618 whole entry, looked up, canonical isoform): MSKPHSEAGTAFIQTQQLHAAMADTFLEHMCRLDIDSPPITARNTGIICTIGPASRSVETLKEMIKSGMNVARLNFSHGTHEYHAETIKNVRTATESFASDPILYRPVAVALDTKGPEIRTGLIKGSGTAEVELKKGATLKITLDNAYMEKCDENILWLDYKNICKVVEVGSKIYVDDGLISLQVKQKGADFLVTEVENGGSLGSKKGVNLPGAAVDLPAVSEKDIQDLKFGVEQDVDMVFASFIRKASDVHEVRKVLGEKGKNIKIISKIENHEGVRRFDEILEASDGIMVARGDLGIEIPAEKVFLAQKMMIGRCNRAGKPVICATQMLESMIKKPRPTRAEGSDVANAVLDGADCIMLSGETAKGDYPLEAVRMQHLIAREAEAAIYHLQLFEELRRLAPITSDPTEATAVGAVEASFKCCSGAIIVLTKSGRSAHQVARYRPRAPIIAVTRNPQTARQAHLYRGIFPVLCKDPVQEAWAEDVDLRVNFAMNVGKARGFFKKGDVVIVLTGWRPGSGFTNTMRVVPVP
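Kinase-Glo luminescence reports ATP generated from ADP (0.1 mM) and PEP (0.5 mM) by purified hPK-M2 after 1 h at room temperature, pH 7.2 imidazole buffer; intermediate enzyme activity allows detecting inhibitors and activators.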
uPA surface inh – qHTS for Inhibitors of Cell Surface uPA Generation | Potency, µM (top dose mostly 38.3 µM), for inactives: at the highest dose activity change, negative = inhibition, actives largely listed as inhibitors | 330,000 tested, 0.31% active | cell surface uPA generation assay, qHTS; active = well fitted inhibition curve with a large enough effect; inconclusive = small, poorly fitted or top-dose-only effect; inactive = no such curve, though single readings can be large or run the other way; tested in mouse RAW 264.7 cells; also: potency is read from the fitted curve at half-maximal effect; nearly all actives have a fitted effect of over 55% in size
GALK inh – qHTS Assay for Inhibitors of Human Galactokinase (GALK). P51570. Purified GALK, Kinase-Glo residual ATP luminescence. Potency, µM (highest dose often 57.5 µM), inactives show top-dose activity change, negative = inhibition, usual class: inhibitors. 270,000 tested, 0.007% active; also: potency is read from the fitted curve at half-maximal effect
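5 nM enzyme, 35 uM ATP, 100 uM galactose, 20 mM HEPES pH8.0, 5 mM MgCl2; 1 h RT; residual ATP by Kinase-Glo Plus luminescence, qHTS format.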
USP2a inh – qHTS Assay for Inhibitors of Ubiquitin-specific Protease USP2a Using CHOP2 as the Reporter; Ubiquitin carboxyl-terminal hydrolase 2 (Homo sapiens), O75604; USP2 core, Ub-CHOP2 coupled fluorogenic reporter, 485/531; Potency, µM (doses to about 38.3 µM), for inactives: at the top dose activity change, negative = inhibition, actives largely listed as inhibitors; 330,000 tested, 0.01% active;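 also: potency is read from the fitted curve at half-maximal effect; plate controls were DMSO wells for no effect and full inhibition by NEM control for full effect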
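USP2 core (10nM final) preincubated 30min RT with compound in 20mM Tris-HCl pH 8.0, 2mM CaCl2, 2mM beta-mercaptoethanol, 0.05% CHAPS; 25nM Ub-CHOP2 plus 25nM reporter substrate added, fluorescence (Ex485/Em531) read after 60min.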
B2AR arrestin – qHTS assay of beta-arrestin-biased ligands of beta2-adrenergic receptor. Beta-2 adrenergic receptor (Homo sapiens), P07550. beta-arrestin recruitment to beta2AR, cell-based reporter. Potency, µM (series often up to 46.1 µM), for the others: at the highest dose activation, hits mostly activators. 330,000 tested, 0.02% active;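 also: potency is read from the fitted curve at half-maximal effect; 0% = DMSO controls and full agonism = EC100 isoproterenol or metaproterenol; nearly all actives have a fitted effect of over 65% in size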
Target sequence (P07550 whole entry, looked up): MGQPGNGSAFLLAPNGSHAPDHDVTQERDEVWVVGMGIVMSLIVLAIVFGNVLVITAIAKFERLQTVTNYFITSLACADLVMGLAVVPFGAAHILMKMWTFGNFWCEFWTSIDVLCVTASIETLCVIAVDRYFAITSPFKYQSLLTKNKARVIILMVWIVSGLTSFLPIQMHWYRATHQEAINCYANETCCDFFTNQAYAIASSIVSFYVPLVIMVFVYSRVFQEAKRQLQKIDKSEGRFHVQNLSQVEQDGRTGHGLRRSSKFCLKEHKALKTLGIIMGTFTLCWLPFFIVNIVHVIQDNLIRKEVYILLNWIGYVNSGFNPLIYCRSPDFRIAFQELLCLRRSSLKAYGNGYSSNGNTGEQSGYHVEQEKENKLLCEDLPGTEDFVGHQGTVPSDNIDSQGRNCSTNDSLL
hERG WT inh – qHTS for Inhibitors of KCHN2 3.1: Wildtype qHTS; Voltage-gated inwardly rectifying potassium channel KCNH2 (Homo sapiens), Q12809; U2OS, BacMam KCNH2, thallium flux FluxOr; hits give low values; activity change, % at 1.84 µM; 340,000 tested, 0.37% active;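 active = maximum activity change below -70%; inconclusive = maximum activity change between -70% and -50%; inactive = maximum activity change above -50%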
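U2OS cells were transduced with wild-type KCNH2 virus (2.03 x 10^8 / mL) for 4 h at room temperature, then cultured overnight at 37 C. Thallium flux was read with FluxOr dye. Rate constants were normalized to DMSO controls.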
An asterisk follows results filed as active; ? = inconclusive; . = no result given; [ ] = remark or other dose. Unless noted, calls follow the shape of the dose curve; as a rule, active = well fitted curve in the direction sought with a large enough effect; inconclusive = small, poorly fitted or top-dose-only effect, or another doubt; inactive = no such curve, though single readings can be large; an effect the other way counts as inactive or inconclusive. Unless noted, % is scaled to controls: 0 for no effect and ±100 for the full control effect.

SMILES	KCNH2 3.1 block	BCR signal inh	Eya2 inh	Giardia kill	Coupling enz	PKM2 act	uPA surface inh	GALK inh	USP2a inh	B2AR arrestin	hERG WT inh
Cn1c(=O)oc2cc(S(=O)(=O)N3CCC(C(=O)N4CC=C(c5ccccc5)CC4)CC3)ccc21	5	0%	-5%	-8	-8	0%	2%	3%	-3%	-0.7%	4
CC1CCC(NC(=O)c2nn(C)c3c2CSc2ccccc2-3)CC1 (stereo unspecified)	-29	-3%	9%	8	.	.	10%	1%	2%	0.2%	10
O=C(NCc1ccc2c(c1)OCO2)c1cc(S(=O)(=O)N2CCCCC2)ccc1F	13	-4%	-5%	11	0	1%	.	1%	0%	-0.6%	20
CCOc1ncccc1C(=O)Nc1ccc(S(=O)(=O)N2CC(C)CC(C)C2)cc1 (stereo unspecified)	-10	0%	-7%	-8	.	.	0%	.	-1%	0.3%	-4
O=C(Cc1ccc(F)cc1)Nc1ccc2[nH]ncc2c1	-5	2%	9%	14	1	13%	-2%	1%	1%	0.5%	0
COCCN(CCOC)S(=O)(=O)c1ccc(Cl)nc1	-2	-15%	0%	22	-1	-2%	-7%	-1%	0%	0.8%	-1
Brc1ccc(-c2nnc(-c3cccc(Br)c3)o2)cc1	-5	?	-21%	-3	7	0%	4%	0%	8%	-1.0%	5
O=C(NC1CCCCC1)C(c1ccc(F)cc1)N(C(=O)c1cccs1)c1ccc2c(c1)OCO2 (stereo unspecified)	4	-7%	6%	-7	6	-2%	21%	-1%	2%	0.3%	-7
CCOC(=O)[C@H]1[C@H]2COc3ccc(OC)cc3[C@@H]2N2C(=O)CN(CC3CCCO3)C(=O)[C@@]12C (stereo partly specified)	8	3%	-5%	-5	.	.	9%	.	-2%	0.2%	8
CC(C)(C)c1cc(NC(=O)CSc2nnc(NCc3ccccc3)s2)n(-c2ccccc2)n1	-17	?	-21%	17	-3	-13%	-3%	-3%	-12%	0.0%	5
O=C(Nc1cccc(Cl)c1)c1ccc(F)c(S(=O)(=O)NCc2cccs2)c1	-12	?	2%	-4	-1	1%	-10%	-2%	2%	-0.2%	5
Cc1ccc2c(n1)CC(C)(C)C/C2=N\O	1	11%	1%	-9	1	-13%	-6%	-1%	1%	0.5%	9
COc1cccc(C2=NOC(C(=O)NCCCn3ccnc3)C2)c1 (stereo unspecified)	-6	-28%	-1%	-5	6	-10%	8%	-2%	2%	0.2%	4
Cc1cc(=O)oc2cc(OCc3ccc(S(=O)(=O)N4CCOCC4)cc3)ccc12	-26	2%	12%	21	0	-3%	.	-1%	2%	-0.3%	6
CN(c1nc(-c2ccccc2)cs1)C1CCS(=O)(=O)C1 (stereo unspecified)	8	?	-6%	1	1	1%	-16%	-3%	2%	0.0%	-6
O=C(O)CCCCCNC(=O)Nc1ccc2c(c1)OCCO2	-21	?	5%	-9	5	-6%	-4%	-2%	-1%	-1.2%	2
FC(F)(F)c1nc2ccccc2n2c(-c3c(Cl)cccc3Cl)nnc12	-6	2%	-18%	1	4	-2%	-5%	-1%	-1%	0.5%	4
CC(C)C(NC(=O)/C(=C/c1ccco1)NC(=O)c1ccc(Br)o1)C(=O)O (stereo unspecified)	-3	2%	11%	10	2	.	-5%	0%	8%	4.9%	-2
Oc1c(CN2CCN(c3ccccn3)CC2)cc(Cl)c2cccnc12	-9	?	4%	-13	-8	-12%	5%	2%	3%	?	8
Cc1ccc(NS(=O)(=O)c2c(C)nc3sccn3c2=O)c(C)c1	16	6%	4%	8	-3	?	-16%	.	2%	0.3%	6
COc1ccc(-n2c(=S)[nH]c3cc(C(=O)NCc4ccco4)ccc3c2=O)c(OC)c1	1	40%	-3%	-17	8	0%	-6%	0%	6%	-0.1%	-12
O=C(CSc1nnc(-c2ccncc2)n1Cc1ccccc1)Nc1nccs1	-1	?	2%	8	4	-11%	1%	.	3%	-0.4%	3
O=C(Nc1cc2c3c(c1)CC(=O)N3CCC2)c1cccc(F)c1	-1	-22%	11%	-3	.	.	17%	.	-1%	0.2%	4
CCOC(=O)C1CCCN(CCC(=O)Nc2cc(OC)ccc2OC)C1 (stereo unspecified)	14	3%	3%	-7	2	2%	-3%	-5%	0%	-1.2%	7
O=c1[nH]c(C2CCN(S(=O)(=O)c3ccc4c(c3)OCCO4)CC2)nc2c1nnn2Cc1c(F)cccc1Cl	-7	6%	3%	4	3	13%	1%	8%	-2%	-0.1%	1
Fc1nc(F)c(F)c(NCCCNc2c(F)c(F)nc(F)c2F)c1F	-11	?	3%	13	-2	-3%	6%	-2%	3%	0.0%	.
COc1ccccc1C1/C(=C(/O)c2ccc(Cl)cc2)C(=O)C(=O)N1CCN1CCOCC1 (stereo unspecified)	7	-1%	-14%	7	1	-1%	2%	-4%	2%	0.1%	-10
CCn1ncc(C2=NOC(C(=O)N3CCN(c4ccccc4)CC3)C2)c1C (stereo unspecified)	4	-20%	18%	-10	-2	10%	.	-2%	0%	0.2%	7
Cc1cc(C(=O)Nc2ccccn2)no1	-7	-3%	-12%	-2	-1	-2%	.	-1%	-1%	0.1%	-10
CC1CCN(C(=S)c2ccc(N(C)C)cc2)CC1	-3	-1%	?	-6	2	-5%	-1%	1%	4%	-0.2%	0
COc1ccc(C(=O)COC(=O)CCn2nnc(-c3cccs3)n2)cc1	11	?	-3%	22	1	-1%	.	1%	-7%	0.1%	-3
O=C(NCc1ccc(F)cc1)C(=O)NCC1CCCN1S(=O)(=O)c1ccccc1 (stereo unspecified)	-2	?	23%	0	.	.	15%	.	-1%	-0.8%	-6
COc1cc(/C=C2\SC(N3CCc4ccccc4C3)=NC2=O)cc(OC)c1OC	0	?	2%	12	6	-12%	1%	-2%	2%	-0.6%	-7
CCCn1nc(NC(=O)C(C)C)c2cc3cc(OC)ccc3nc21	-4	16%	0%	42[activator]	0	.	1%	3%	0%	0.0%	2
CCOC(=O)c1nc(Nc2ccc(N3CCOCC3)cc2)c2ccccc2n1	-3	3%	6%	-11	1	.	-4%	.	2%	0.5%	34
COc1ccccc1NC(=O)C(C)OC(=O)CCSc1ccc(F)cc1 (stereo unspecified)	-5	-3%	38%	-3	.	.	-12%	.	-1%	-0.3%	3
CCn1cc(C(=O)N2CCN(c3ccc(OC)cc3)CC2)c(=O)c2cc(S(=O)(=O)N3CCOCC3)ccc21	-13	-12%	10%	32[activator]	2	-8%	-5%	9%	3%	0.4%	1
CCN1C(=O)[C@H]2[C@@H](c3ccc(Cl)cc3)N3C(=O)CN(Cc4ccccc4)C(=O)[C@@]3(C)[C@H]2C1=O	12	13%	-7%	-5	1	-2%	12%	.	-1%	0.6%	0
CCn1c2ccccc2c2cc(/C=N/NC(=O)c3ccccc3C)ccc21	3	?	-8%	-19	2	7%	-10%	-1%	3%	-0.8%	-2
NC(=O)C1CCN(C(=O)C(=O)c2cn(CC(=O)N3CCCC3)c3ccccc23)CC1	-11	-2%	6%	-22	.	-2%	18%	-7%	0%	-0.9%	-18
COc1ccccc1Nc1nc(C)c(C(=O)Nc2ccccc2)s1	-9	-2%	-22%	8	-1	2%	0%	13%	2%	0.0%	-23
COc1ccc(N(CC(=O)NCc2ccccc2OC)S(=O)(=O)c2ccccc2[N+](=O)[O-])c(OC)c1	7	14%	-11%	6	2	-1%	-13%	10%	3%	-1.0%	4
CCOc1cc(C2NN=C(c3ccccc3)S2)ccc1OCc1ccc(F)cc1 (stereo unspecified)	-10	?	-41%	-26	3	-7%	2%	0%	1%	0.7%	-2

Compound profiles, from the list above:
FC(F)(F)c1nc2ccccc2n2c(-c3c(Cl)cccc3Cl)nnc12 reads KCNH2 3.1 block = -6; BCR signal inh = 2%; Eya2 inh = -18%; Giardia kill = 1; Coupling enz = 4; PKM2 act = -2%; uPA surface inh = -5%; GALK inh = -1%; USP2a inh = -1%; B2AR arrestin = 0.5%; hERG WT inh = 4
COc1ccc(-n2c(=S)[nH]c3cc(C(=O)NCc4ccco4)ccc3c2=O)c(OC)c1 reads KCNH2 3.1 block = 1; BCR signal inh = 40%; Eya2 inh = -3%; Giardia kill = -17; Coupling enz = 8; PKM2 act = 0%; uPA surface inh = -6%; GALK inh = 0%; USP2a inh = 6%; B2AR arrestin = -0.1%; hERG WT inh = -12
